# RXFP1 antagonist: blocks the human relaxin receptor RXFP1; Q9HBX9; HEK293-RXFP1, relaxin-stimulated cAMP HTRF, 30 min; stronger effect = lower value; activity change, negative = inhibition, % at 57.5 µM; hit rate 0.59% among 350,000;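 active means activity change of -60% or lower, but not beyond a set lower limit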; further: on the % scale 0 is the no-effect control and ±100 the full control effect
# Target sequence (Q9HBX9 whole entry, looked up): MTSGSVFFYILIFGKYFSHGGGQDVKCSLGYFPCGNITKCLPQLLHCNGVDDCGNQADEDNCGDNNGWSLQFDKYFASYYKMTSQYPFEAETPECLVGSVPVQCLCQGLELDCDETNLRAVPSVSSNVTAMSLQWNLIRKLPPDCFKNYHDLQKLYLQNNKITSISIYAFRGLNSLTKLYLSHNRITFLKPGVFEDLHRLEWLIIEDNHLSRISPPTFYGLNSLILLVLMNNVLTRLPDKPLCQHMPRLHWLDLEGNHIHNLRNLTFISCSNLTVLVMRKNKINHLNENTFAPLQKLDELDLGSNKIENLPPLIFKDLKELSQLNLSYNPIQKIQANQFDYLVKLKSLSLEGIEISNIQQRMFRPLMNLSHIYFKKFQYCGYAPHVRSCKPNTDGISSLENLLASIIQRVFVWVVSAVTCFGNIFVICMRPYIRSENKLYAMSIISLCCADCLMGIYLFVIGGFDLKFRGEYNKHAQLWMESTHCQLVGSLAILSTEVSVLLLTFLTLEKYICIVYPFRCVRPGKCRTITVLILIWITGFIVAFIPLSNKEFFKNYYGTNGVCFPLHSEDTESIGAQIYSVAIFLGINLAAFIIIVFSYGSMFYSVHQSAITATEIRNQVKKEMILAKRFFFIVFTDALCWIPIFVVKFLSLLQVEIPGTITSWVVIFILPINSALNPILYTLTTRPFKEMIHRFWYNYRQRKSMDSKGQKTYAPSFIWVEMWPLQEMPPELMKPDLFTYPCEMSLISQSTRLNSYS
# D2 antagonist: antagonizes the human D2 dopamine receptor. P14416. HEK293 TREx D2 cells, calcium flux, dopamine EC80. inhibition, % at 10 µM. hit rate 2% among 340,000; in the data active means inhibition above about 30%; further: 0% is about no effect
#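 Inhibition of EC80 dopamine-driven calcium flux, recorded kinetically, defines activity here; cells are a tetracycline-induced HEK293 T-REx line expressing force-coupled D2.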
# D1 ag: agonists of human D1 dopamine receptor; P21728; HEK293 T-REx D1 cells, calcium flux, agonist mode; activation, % at 2 µM; hit rate 1% among 360,000; AID 504660; further: 0% is about no effect
#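 Agonism was scored from calcium flux recorded over 180 s (1 read/s) after pintool compound addition, following a 10-cycle baseline. Cells were inducible force-coupled HEK293 TREx D1, plated overnight at 30 C and loaded with no-wash calcium dye.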
# D1 potentiator: human D1 dopamine receptor positive modulation; potentiation, % at 10 µM; HEK293 TREx D1 cells, calcium flux, dopamine EC20 potentiation; P21728; hit rate 0.036% among 360,000; in the data active means potentiation above about 30%; further: 0% is about no effect
# D2 ag: agonists of human D2 dopamine receptor. HEK293 T-REx D2 cells, calcium flux agonist mode. activation, % at 2 µM. P14416. hit rate 0.53% among 340,000;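 active means activation over 3 SD above normal in the single-dose calcium agonist read, cut at about 30% in these data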; further: 0% is about no effect
#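 HEK293 Trex D2 cells, tetracycline-induced, o/n 30 C 5% CO2; no-wash Ca dye, RT 30–90 min; 10-cycle baseline, 23 nl cpd added, kinetic Ca read 180 s; agonist hits = positive Ca response.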
# D2 PAM: positive allosteric modulators of human D2 dopamine receptor; hit rate 0.34% among 340,000; potentiation, % at 10 µM; HEK293 T-REx D2, calcium flux, EC20 dopamine potentiation;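 active means potentiation over 3 SD above the plate norm, cut at about 30% in these data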; further: 0% is about no effect
#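 Cells plated with tetracycline inducer and held overnight at 30 C; calcium dye loaded 30–90 min at room temperature; baseline taken, compound added and read 180 s; EC20 dopamine then added and read 180 s.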
# TRHR enhancer: allosteric enhancers of human TRH receptor | TRHR cells, fluo-8 calcium fluorescence, EC20 TRH enhancement | enhancement, % at 2 µM | hit rate 0.66% among 360,000 | AID 493056; in the data active means enhancement above about 30%; further: 0% is about no effect
#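 Enhancer read-out: after compound pinning and an initial kinetic agonist-mode read, an EC20 of TRH (10 nM final) was injected and fluo-8 calcium signal (Ex 480/Em 530) followed at 1 s/cycle for 100 cycles in TRHR-expressing cells.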
# D1 antagonist: blocks dopamine activation of the human D1 receptor; hit rate 3.2% among 360,000; AID 504652; P21728; HEK293 TREx D1 cells, calcium flux, dopamine EC80; stronger effect = lower value; activity change, negative = inhibition, % at 10 µM; in the data active means activity change below about -30%; further: on the % scale 0 is the no-effect control and ±100 the full control effect
#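 After overnight tetracycline induction at 30 C, force-coupled D1 HEK293 cells took up a no-wash calcium dye at room temperature. Compounds were added and monitored 180 s, and the response to EC80 dopamine was then recorded.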
# TRHR agonist: agonists of human TRH receptor; TRHR cells, calcium flux fluo-8, FDSS agonist mode; P34981; hit rate 0.18% among 360,000; activation, % at 2 µM; further: 0% is about no effect
#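 Steps: seed TRHR cells overnight; add fluo-8 no-wash Ca dye, RT 30 min–1.5 h; record 10 s baseline; pin-transfer compounds; monitor fluorescence 1 cycle/s for the agonist window. Calcium increases flag candidate agonists.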
# Active calls of the source: *; nt = no result given. Unless noted, no stated cut-off is given here; in the data, active means activation above about 30%; inactive means the rest.
# Every second line gives: RXFP1 antagonist | D2 antagonist | D1 ag | D1 potentiator | D2 ag | D2 PAM | TRHR enhancer | D1 antagonist | TRHR agonist
- CCC(Cc1ccccc1)NS(=O)(=O)c1ccc2c(c1)NC(=O)C(C)S2 (stereo not drawn)
→ 11 | -3 | 10 | -2 | 3.0 | 15 | 1 | -23 | -0.5
- Cc1ccc(S(=O)(=O)N2CCCC(C)C2)cc1 (stereo not drawn)
→ -4 | -3 | -4 | 0 | 1.7 | 6 | 8 | -9 | 0.2
- O=C(c1ccc(CS(=O)Cc2ccc(Cl)cc2)o1)N1CCN(c2ccccn2)CC1 (stereo not drawn)
→ -32 | 2 | 1 | -11 | -0.4 | -2 | 0 | -36* | -0.3
- COc1cccc(-c2cn3c(n2)sc2cc(C(=O)NCCCc4ccccc4)ccc23)c1
→ 12 | nt | 4 | 3 | 0.3 | 10 | -4 | -34* | -0.2
- Cn1c(=O)n(C/C=C/c2ccccc2)c(=O)c2c1nc1n2CCCN1c1ccc(F)cc1
→ -13 | -17 | 3 | -6 | 0.4 | 16 | 4 | -7 | -0.2
- Cc1ccc2c(=O)cc(C(=O)Nc3c(C)n(C)n(-c4ccccc4)c3=O)oc2c1C
→ 4 | nt | -1 | 5 | -0.2 | -4 | -6 | 1 | 0.1
- CCOC(=O)c1ccc(N2Cc3ccccc3C2=N)cc1
→ 7 | 4 | 10 | -1 | 0.8 | 8 | -4 | -15 | -0.6
- N/C(=N\OC(=O)c1ccc2c(c1)OCO2)c1cccnc1
→ 3 | -5 | 3 | -4 | -0.2 | -5 | -5 | -5 | 0.1
- CCc1nn(CC(=O)NCCN(CC(C)C)CC(C)C)c(=O)c2cc3sc(C)cc3n12
→ -1 | nt | -1 | -3 | 0.1 | -5 | 55* | 4 | -0.4
- CC(=O)C1=C(O)C(=O)N(Cc2cccnc2)C1c1ccc(C(C)C)cc1 (stereo not drawn)
→ 7 | 14 | -1 | -3 | 1.4 | 12 | -7 | -10 | 0.5

# Every second line gives: RXFP1 antagonist | D2 antagonist | D1 ag | D1 potentiator | D2 ag | D2 PAM | TRHR enhancer | D1 antagonist | TRHR agonist
- Cc1cc(S(=O)(=O)NC(C)C)ccc1OCC(=O)Nc1ccc2c(c1)OCCO2
→ -3 | 5 | 0 | -7 | 2.2 | 12 | -10 | -16 | 0.6
- COc1ccc(CN2C(=O)c3cccnc3C2=O)cc1S(=O)(=O)N1CCOc2ccc(Cl)cc21
→ 11 | -13 | 1 | 3 | 0.2 | 3 | -5 | 2 | 0.3
- Cc1ccc(NC(=O)C2CCCN(c3cnccn3)C2)cc1Cl (stereo not drawn)
→ -6 | nt | 3 | 0 | -1.3 | -9 | 1 | -4 | -1.2
- COc1ccc([N+](=O)[O-])cc1N(CC(=O)Nc1ccccc1C(=O)N1CCCC1)S(C)(=O)=O
→ 5 | -2 | 0 | -1 | -0.7 | -1 | 0 | -10 | -1.5
- O=C(C(Cl)c1ccccc1)N1CCOCC1 (stereo not drawn)
→ -7 | 11 | 3 | 0 | -2.2 | -4 | -5 | 7 | -2.0
- COc1cc(C(=O)OCC(=O)N2c3ccccc3NC(=O)C2(C)C)ccc1OCC(C)C
→ -36 | -14 | 10 | 6 | 0.8 | 4 | -4 | 28 | 1.4
- COc1cc(C=NCC2OCCc3ccccc32)cc(OC)c1 (stereo not drawn)
→ nt | -4 | 0 | -3 | 42* | -12 | 4 | -17 | -1.0
- NS(=O)(=O)c1ccc(CCNC(=O)/C=C/c2ccccc2[N+](=O)[O-])cc1
→ 9 | 8 | -3 | 5 | 0.2 | -4 | 3 | -5 | 0.0
- CCc1cc2c(cc3c(=O)n(CC(=O)NCc4cccc(Cl)c4)nc(CC)n32)s1
→ 5 | nt | 0 | -4 | 0.0 | -3 | 24 | -7 | 0.1
- CCOC(=O)c1cccc(NC(=O)CCS(=O)(=O)c2ccc3c(c2)CCN3C(=O)CC)c1
→ nt | nt | -1 | 2 | 5.3 | -2 | 5 | 11 | -1.0

# 7 compounds picked at random from those above, as already listed:
# Every second line gives: RXFP1 antagonist | D2 antagonist | D1 ag | D1 potentiator | D2 ag | D2 PAM | TRHR enhancer | D1 antagonist | TRHR agonist
- NS(=O)(=O)c1ccc(CCNC(=O)/C=C/c2ccccc2[N+](=O)[O-])cc1
→ 9 | 8 | -3 | 5 | 0.2 | -4 | 3 | -5 | 0.0
- COc1ccc([N+](=O)[O-])cc1N(CC(=O)Nc1ccccc1C(=O)N1CCCC1)S(C)(=O)=O
→ 5 | -2 | 0 | -1 | -0.7 | -1 | 0 | -10 | -1.5
- COc1cc(C(=O)OCC(=O)N2c3ccccc3NC(=O)C2(C)C)ccc1OCC(C)C
→ -36 | -14 | 10 | 6 | 0.8 | 4 | -4 | 28 | 1.4
- COc1cc(C=NCC2OCCc3ccccc32)cc(OC)c1 (stereo not drawn)
→ nt | -4 | 0 | -3 | 42* | -12 | 4 | -17 | -1.0
- O=C(C(Cl)c1ccccc1)N1CCOCC1 (stereo not drawn)
→ -7 | 11 | 3 | 0 | -2.2 | -4 | -5 | 7 | -2.0
- Cc1cc(S(=O)(=O)NC(C)C)ccc1OCC(=O)Nc1ccc2c(c1)OCCO2
→ -3 | 5 | 0 | -7 | 2.2 | 12 | -10 | -16 | 0.6
- Cc1ccc(NC(=O)C2CCCN(c3cnccn3)C2)cc1Cl (stereo not drawn)
→ -6 | nt | 3 | 0 | -1.3 | -9 | 1 | -4 | -1.2

# Other compounds follow.
# Every second line gives: RXFP1 antagonist | D2 antagonist | D1 ag | D1 potentiator | D2 ag | D2 PAM | TRHR enhancer | D1 antagonist | TRHR agonist
- Cc1ccc(NC(=O)CC2SC3=NCCCN3C2=O)c(C)c1 (stereo not drawn)
→ -12 | 5 | 13 | -5 | 1.1 | 28 | 7 | 8 | 5.9
- CC1(C)Nc2ccc(O)cc2-c2c1ssc2=S
→ -7 | 36* | -1 | -5 | 0.2 | 16 | 1 | -13 | -0.9
- CCOC(=O)C1=NN(C(=O)Nc2ccc(OC)cc2)C2C(=O)N(c3cccc(C(F)(F)F)c3)C(=O)C12 (stereo not drawn)
→ nt | 13 | 5 | 8 | 0.2 | -2 | -1 | 9 | 0.3
- CCCOC(=O)c1c(NC(=O)CCC(=O)O)sc2c1CCCCC2
→ 7 | 14 | 2 | -8 | -0.9 | 13 | 3 | -14 | -0.8
- CCN1CCc2c(sc(-n3cccc3)c2C(C)NC(=O)Nc2ccc(Br)cc2)C1 (stereo not drawn)
→ -23 | nt | 11 | -2 | 1.9 | 0 | 8 | 9 | 4.1
- O=C1CN(c2ccccc2F)C(=O)CN1c1ccccc1F
→ -12 | 16 | 4 | -2 | -0.3 | -3 | 7 | 8 | 1.0
- CCCN1CCC(NC(=O)c2cccc(Oc3ccccc3)c2)CC1
→ -1 | 8 | 2 | -5 | -0.6 | -4 | -4 | -14 | 1.7
- CCn1c(SCC(=O)N2CCCc3ccccc32)nc2c(c1=O)SC(C)C2 (stereo not drawn)
→ 3 | -8 | 4 | -2 | 1.3 | 3 | -4 | 2 | -2.0
- O=C(O)c1cc(-c2cccc3ccccc23)nc2ccccc12
→ -4 | -17 | 4 | -2 | -1.6 | -9 | 11 | -10 | 0.1
- O=C(CN(Cc1ccccc1Cl)C(=O)c1ccc(CN2CCOCC2)o1)NCC1CCCO1 (stereo not drawn)
→ 12 | -6 | 1 | -6 | 0.5 | -1 | 3 | -17 | -0.2

# Every second line gives: RXFP1 antagonist | D2 antagonist | D1 ag | D1 potentiator | D2 ag | D2 PAM | TRHR enhancer | D1 antagonist | TRHR agonist
- NNC(=O)CCn1c2ccccc2c2ccccc21
→ 1 | 3 | 1 | -10 | 0.9 | -5 | 3 | -12 | 0.5
- CCOC(=O)N1CCN(S(=O)(=O)c2ccc(C(=O)Nc3nnc(CSC)o3)cc2)CC1
→ -16 | -8 | -1 | -13 | -0.1 | -4 | -1 | 8 | -1.0
- Cc1cc(C)n(CC(C)NCc2c(C(=O)N3CCOCC3)nc3c(C)cccn23)n1 (stereo not drawn)
→ 5 | 0 | 2 | 6 | 0.2 | -5 | -6 | -7 | 0.2
- Cc1c(C(=O)N2CCOCC2)[nH]c2c1C(=O)CC(c1ccc(Cl)cc1)C2 (stereo not drawn)
→ -5 | -13 | 13 | -8 | -0.5 | -19 | -7 | -22 | 1.5
- Cc1cc(=O)[nH]c(SCC(=O)N2c3ccccc3CC2C)n1 (stereo not drawn)
→ -7 | 27 | 3 | 4 | -2.2 | 8 | -4 | 6 | -0.2
- COc1ccccc1Nc1nc2ccc(Cl)cc2nc1-n1nc(C)cc1C
→ 2 | nt | 3 | 6 | 0.4 | -3 | 2 | 13 | 1.3
- NCc1ccc(-c2nc3ccccc3o2)cc1
→ nt | -13 | 4 | -3 | 1.3 | -2 | 4 | 21 | 0.1
- CCCCNC(=O)CCC(=O)N1CCN(C(c2ccccc2)c2ccccc2)CC1
→ -3 | -6 | 1 | -3 | -0.3 | -7 | -1 | 17 | -0.7
- COc1cccc(NC(=O)C(OC(=O)c2cnc(C)cn2)c2ccccc2)c1 (stereo not drawn)
→ 1 | 5 | 2 | 3 | -1.3 | -1 | -3 | -3 | -0.5
- COc1ccccc1CNCc1cc(=O)oc2c(C)c(C)ccc12
→ -34 | 10 | 2 | 0 | -1.0 | 22 | -2 | 0 | 0.1

# Every second line gives: RXFP1 antagonist | D2 antagonist | D1 ag | D1 potentiator | D2 ag | D2 PAM | TRHR enhancer | D1 antagonist | TRHR agonist
- O=C(C[n+]1cccc2ccccc21)c1ccc(NC(=O)c2ccccc2)cc1
→ -3 | -33 | 3 | -4 | -5.1 | -1 | 4 | -8 | 0.4
- Cn1c(N)c(C(=O)COC(=O)COc2ccccc2C#N)c(=O)n(C)c1=O
→ -3 | 4 | 7 | -1 | 0.0 | -4 | -4 | 3 | 0.3
- CCOC(=O)CCSCC(=O)N1N=C(c2cccs2)CC1c1ccc(C)cc1 (stereo not drawn)
→ 16 | 3 | 10 | -1 | 1.0 | -2 | 2 | -3 | 0.0
- Cc1cccc(OCCCN2CCOCC2)c1
→ -7 | -12 | 2 | -4 | 0.6 | 10 | 2 | -2 | 1.5
- COc1cc(CNCc2ccc(C(=O)O)cc2)ccc1OCc1ccc(F)cc1
→ -3 | 3 | 1 | 7 | 0.0 | 13 | 0 | 7 | -0.1
- COc1ccc(NCC(=O)N/N=C/c2cc([N+](=O)[O-])ccc2N2CCCC2)cc1
→ 7 | 10 | 2 | -7 | -3.0 | -3 | 2 | -20 | 0.1
- O=C(c1ccc(F)cc1)N(C(=O)c1ccc(F)cc1)c1ncccn1
→ 0 | 5 | 2 | 2 | 1.8 | 4 | -1 | -6 | 0.2
- CCC(C)(C)n1nnnc1C(C(C)C)N(CCCO)Cc1cc2cc(C)ccc2[nH]c1=O (stereo not drawn)
→ -3 | -3 | 0 | 4 | 0.6 | 5 | -2 | 6 | 0.0
